Screens deposited in PubChem BioAssay by several laboratories.
TNAP act mid DEA = human TNAP enzyme activators, primary screen, biochemical, luminescent, intermediate phosphate acceptor level; activation factor at 20 µM; purified TNAP, CDP-star luminescence, 100 mM DEA, 30 min; active compounds read high; scale: 0 levamisole-inhibited, 1 vehicle-only enzyme; AID 813, 2007; 64,000 tested, under 10 active;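 active = activation factor of at least 2 at 20 µM, relative to controls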
Target sequence (P05186 whole entry, looked up): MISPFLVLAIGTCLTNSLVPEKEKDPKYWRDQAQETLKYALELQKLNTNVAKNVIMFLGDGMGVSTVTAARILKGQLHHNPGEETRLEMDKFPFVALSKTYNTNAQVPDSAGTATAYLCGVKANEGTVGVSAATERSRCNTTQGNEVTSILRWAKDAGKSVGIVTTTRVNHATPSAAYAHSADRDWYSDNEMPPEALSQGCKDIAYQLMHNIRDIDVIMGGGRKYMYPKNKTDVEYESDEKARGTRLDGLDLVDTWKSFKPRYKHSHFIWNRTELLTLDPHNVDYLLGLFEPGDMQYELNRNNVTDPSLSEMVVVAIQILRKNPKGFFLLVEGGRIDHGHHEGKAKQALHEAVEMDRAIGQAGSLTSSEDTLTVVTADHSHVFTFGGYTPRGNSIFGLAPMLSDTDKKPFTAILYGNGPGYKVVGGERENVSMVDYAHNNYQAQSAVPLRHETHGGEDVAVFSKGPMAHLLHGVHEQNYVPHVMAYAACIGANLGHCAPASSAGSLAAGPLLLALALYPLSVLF
M1 antagonist = antagonists of rat M1 muscarinic receptor; B-score at 10 µM; CHO-M1 cells, Fluo-4 calcium, ACh EC80 antagonist mode; active compounds read low; Muscarinic acetylcholine receptor M1 (Rattus norvegicus), P08482; hit rate 3.4% among 64,000; AID 628, 2007;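 active = calcium fluorescence response, raw or row-and-column corrected B-score, differing from the plate sample mean either way at a set confidence level, mostly lower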
RORA act = activators of orphan receptor RORA, primary screen, cell-based, luminescence. CHO-K1 Gal4-RORA LBD luciferase reporter; percent increase over mock-subtracted basal signal. activation, % at 10 µM. Nuclear receptor ROR-alpha (Homo sapiens), P35398. hit rate 1.5% among 65,000;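 active = activation above the mean of all tested compounds plus 3 SD, cut at about 49% in these data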;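 note: 0% = DMSO-treated RORA cells and 100% = added signal equal to DMSO minus mock-transfected cells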
tolC growth inh = growth inhibitors of E. coli tolC mutant, primary screen, strain BW25113 ΔtolC::kan, 384-well; AID 573, 2007; growth inhibition, % at 10 µM (by protocol); OD615; hit rate 2.2% among 65,000;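 active = growth inhibition at or above a cutoff equal to the mean over every tested compound plus 3 SD, cut at about 60% in these data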;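 note: growth measured after 20 h incubation at 37 °C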
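Test system – E. coli BW25113 ΔtolC::kan, tolC deletion mutant strain · Detection – OD at 615 nm · Buffer or medium – LB with kanamycin 50 µg/mL · Times – 20 h compound exposure of bacteria at 37 °C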
Ec RNAP inh = E. coli RNAP inhibitors, biochemical; DNA-directed RNA polymerase subunit beta (Escherichia coli (strain K12)), P0A8V2; E. coli RNA polymerase, fluorescence transcription assay; inhibition, %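 (tested at 10 µM)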; hit rate 0.2% among 62,000; AID 559, 2006; in the data active = inhibition above about 20%;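 note: 0% = enzyme without compound and 100% = no enzyme blank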
NADH coupling = inhibitors of PK/LDH coupling enzymes, profiling panel, artefact control, biochemical, MLSMR library. coupled PK/LDH NADH assays, four targets. IC50, µM (highest dose often 10 µM), inactives show at the highest dose inhibition. hit rate 0.02% among 65,000;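 active = single-dose screening hits from any of four coupled enzyme assays that gave an IC50 when retested across doses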;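 note: the DPM-DC format reads NADH fluorescence rather than 340 nm absorbance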
Autofluor 339 = intrinsic fluorescence of library compounds, ex339/em460 – biochemical, MLSMR library, data from DPM-DC assay, artefact control, profiling panel; fluorescence fold increase at 10 µM; compound autofluorescence, ex339/em460 nm, NADH buffer; active compounds read high; 1 = no-compound wells, NADH background; hit rate 5.5% among 65,000;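 active = at 10 µM, mean starting fluorescence two-fold or more over control wells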;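 note: signal is the first read of a kinetic run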
SF1 activator = activators of human SF-1, primary screen, cell-based, CHO-K1, Gal4-SF-1 LBD, luciferase luminescence | activation, % at 10 µM | hit rate 1.9% among 65,000 | CHO-K1 Gal4-SF-1 LBD luciferase reporter; % increase over DMSO SF-1-specific signal | Steroidogenic factor 1 (Homo sapiens), Q13285;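 active = activation above the mean activation of all tested compounds plus 3 SD, cut at about 50% in these data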
Target sequence (Q13285 whole entry, looked up, the tested form may be a part): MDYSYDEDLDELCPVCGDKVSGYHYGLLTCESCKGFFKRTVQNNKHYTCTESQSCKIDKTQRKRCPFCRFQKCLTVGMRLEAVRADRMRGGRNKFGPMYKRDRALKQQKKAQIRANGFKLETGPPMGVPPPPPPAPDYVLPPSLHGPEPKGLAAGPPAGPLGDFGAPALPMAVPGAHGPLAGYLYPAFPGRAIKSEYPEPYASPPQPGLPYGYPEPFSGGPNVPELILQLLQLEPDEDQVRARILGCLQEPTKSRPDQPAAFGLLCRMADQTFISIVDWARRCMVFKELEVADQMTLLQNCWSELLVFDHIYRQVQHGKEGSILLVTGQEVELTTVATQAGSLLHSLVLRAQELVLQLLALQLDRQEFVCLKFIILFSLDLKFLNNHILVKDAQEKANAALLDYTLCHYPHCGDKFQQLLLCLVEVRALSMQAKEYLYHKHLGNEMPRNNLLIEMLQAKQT
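material = CHO-K1 cells with Gal4–hSF-1 LBD chimera plus Gal4-driven luciferase | compound = 10 µM single point, 1% DMSO | incubation = 20 h compound exposure at 37 °C after 1 h cell settling | measured by = SteadyLite luciferase luminescence | evaluation = percent activation relative to DMSO median and mock-transfected background | control set = DMSO negative control and −SF1 background wells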
M1 ag = M1 muscarinic receptor agonists, primary screen, CHO-M1 cells, Fluo-4 calcium, agonist mode. B-score at 10 µM. hit rate 3% among 64,000. AID 626, 2007. Muscarinic acetylcholine receptor M1. Fluo-4 calcium fluorescence; active compounds read high;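 active = fluorescence rise, raw or as B-score row- and column-corrected plate score, outside the 99.7% band of its plate's samples, either direction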
Active calls of the source: *; x = not tested or not shown; [ ] = remark or other dose.

SMILES	TNAP act mid DEA	M1 antagonist	RORA act	tolC growth inh	Ec RNAP inh	NADH coupling	Autofluor 339	SF1 activator	M1 ag
Cn1c(C(F)(F)F)nc2c(=O)oc3ccccc3c21	1	-0.19	-10	-18	1	6%	1.1	-13	0.92
CCOC(=O)c1[nH]c(C)c(/C(O)=C2\C(=O)C(=O)N(CCCN3CCOCC3)C2c2cccnc2)c1C (stereo not drawn)	0.9	1.8	-20	-23	13	7%	1.1	-11	0.29
COCCNC(=O)NC(=O)COC(=O)Cc1ccc2c(c1)OCCO2	0.9	0.78	-5	-31	-1	6%	1.1	2	-0.0081
CCCC(=O)NC(Nc1ccc(S(=O)(=O)Nc2ncccn2)cc1)(C(=O)OCC)C(F)(F)F (stereo not drawn)	0.9	0.69	-14	-12	4	3%	1.1	1	-0.18
CN1c2ccccc2-c2nc3ccccc3n2C1c1ccccn1 (stereo not drawn)	1	1.6	-5	20	-9	4%[fluoresces]	2.2*	11	0.75
Cc1c(NC(=O)C2CCCN(S(=O)(=O)c3cnc[nH]3)C2)c(=O)n(-c2ccccc2)n1C (stereo not drawn)	0.9	0.016	-32	-16	0	3%	1.1	5	1
CCS(=O)(=O)N1CCC(C(=O)NC2CCCCCCC2)CC1	1	0.66	-23	-4	-3	3%	1	19	-0.24
O=C(Nc1cc(Cl)ccc1O)c1cc2n(n1)C(C(F)(F)F)CC(c1ccc3c(c1)OCO3)N2 (stereo not drawn)	0.9	-0.36	-3	9	6	5%	1.2	-3	-0.41
COc1ccc(N2CCN(c3oc(COc4ccc(Cl)cc4Cl)nc3C#N)CC2)cc1	0.9	-0.037	26	31	3	5%	1.1	25	0.094
CCCCn1c(NCCN(C)C)nc2c1c(=O)[nH]c(=O)n2C	1	0.055	-1	2	-5	0%	1.1	-1	-1
COc1ccccc1N1CCN(CC(=O)Nc2cc(C)nn2-c2nc(C)cc(C)n2)CC1	1	-0.028	8	31	7	3%	1.1	30	3.4*
O=C(NC(C(=O)c1ccccc1)N1CCOCC1)c1ccccc1 (stereo not drawn)	0.9	1.3	-28	3	3	5%	1.1	7	0.81
O=C(O)c1ccccc1NS(=O)(=O)c1ccc2c3c(cccc13)C(=O)N2	0.9	0.43	-1	-7	9	7%	1.1	4	-0.36
CCOC(=O)c1cnn(CC2CCCCC2)c1N	0.9	x	8	6	13	7%	1.1	26	x
CN(C)C(=O)Cn1c(=O)n(C)c2ccccc21	0.9	-0.1	6	-1	6	10%	1.1	5	0.84

Compound profiles, from the list above. Values in the order: TNAP act mid DEA | M1 antagonist | RORA act | tolC growth inh | Ec RNAP inh | NADH coupling | Autofluor 339 | SF1 activator | M1 ag
Listed for CCCCn1c(NCCN(C)C)nc2c1c(=O)[nH]c(=O)n2C : 1 | 0.055 | -1 | 2 | -5 | 0% | 1.1 | -1 | -1
Listed for CCCC(=O)NC(Nc1ccc(S(=O)(=O)Nc2ncccn2)cc1)(C(=O)OCC)C(F)(F)F (stereo not drawn) : 0.9 | 0.69 | -14 | -12 | 4 | 3% | 1.1 | 1 | -0.18
Listed for CCS(=O)(=O)N1CCC(C(=O)NC2CCCCCCC2)CC1 : 1 | 0.66 | -23 | -4 | -3 | 3% | 1 | 19 | -0.24
Listed for Cn1c(C(F)(F)F)nc2c(=O)oc3ccccc3c21 : 1 | -0.19 | -10 | -18 | 1 | 6% | 1.1 | -13 | 0.92
Listed for O=C(O)c1ccccc1NS(=O)(=O)c1ccc2c3c(cccc13)C(=O)N2 : 0.9 | 0.43 | -1 | -7 | 9 | 7% | 1.1 | 4 | -0.36

Other entries follow:
SMILES	TNAP act mid DEA	M1 antagonist	RORA act	tolC growth inh	Ec RNAP inh	NADH coupling	Autofluor 339	SF1 activator	M1 ag
CCOc1ccc2[nH]c(=O)c(C(c3nnnn3Cc3ccco3)N3CCC(C)CC3)cc2c1 (stereo not drawn)	0.9	0.52	7	26	1	6%	1.9	15	0.2
Cc1c(N2C(=O)c3ccccc3C2=O)c(=O)n(-c2ccccc2)n1C	0.9	x	-12	-5	6	5%	1.2	0	x
Cc1ccc(-c2nnc(CSc3nnc(COc4ccccc4)n3-c3ccccc3)o2)cc1	0.9	0.14	3	53	x	8%	1.1	7	0.77
COc1cccc(C2CC(c3cccc(OC)c3)n3nc(N)nc3N2)c1 (stereo not drawn)	1	0.24	16	-5	9	4%	1.1	-12	1.1
COc1cccc(OC)c1C(=O)Nc1ccc(S(=O)(=O)Nc2cc(C)nc(C)n2)cc1	0.9	1	3	-19	2	6%	1	-2	-1.3
COc1ccccc1-c1cc(C(=O)Nc2cc(C)on2)no1	0.9	0.1	-4	-1	7	2%	1.1	12	0.72
Nc1nonc1-n1nnc(C(=O)c2ccccc2)c1-c1ccccc1	0.9	-1.7	8	3	-8	1%	1	9	0.79
Cc1noc(C)c1CSc1nc2ccccc2nc1NS(=O)(=O)c1ccc(Cl)cc1	0.9	-0.9	-16	49	8	1%	1.2	2	0.86
Cc1ccc(NC(=O)C2CCN(C(=O)NC3CCCCC3)CC2)cc1Cl	0.9	0.23	2	-6	4	8%	1	1	-0.33
c1ccc2[nH]c(-c3nc4ccccc4[nH]3)nc2c1	1.2	0.62	15	-4	3	1%[fluoresces]	2.2*	38	-0.88
CCOC(=O)NC(Nc1sc2c(c1C(=O)OC)CCN(C)C2)(C(F)(F)F)C(F)(F)F	1	-1.4*	-18	18	x	4%	1.2	-4	0.76
COc1ccc(Cc2nnc(SCC(=O)NC(C)c3ccccc3)o2)cc1 (stereo not drawn)	0.9	0.82	0	3	8	5%	1.1	-2	-1.8
Nc1nonc1-n1nnc(C(=O)O)c1-c1cccs1	0.9	-1.5	11	-11	2	3%	1.1	3	-0.26
COc1ccc(S(=O)(=O)N(C)c2ccc(C(=O)N3CCOCC3)cc2)cc1	0.9	-0.17	1	-3	8	2%	1.1	-14	0.0022
CC(C)(NC(=O)N1CCCC1)c1cccc(C(C)(C)NC(=O)N2CCCC2)c1	0.9	-1.5	-2	-14	-4	3%	1.1	-10	0.15

Reformatted: entries from further up.
Value order – TNAP act mid DEA, M1 antagonist, RORA act, tolC growth inh, Ec RNAP inh, NADH coupling, Autofluor 339, SF1 activator, M1 ag
> COc1cccc(OC)c1C(=O)Nc1ccc(S(=O)(=O)Nc2cc(C)nc(C)n2)cc1
  0.9, 1, 3, -19, 2, 6%, 1, -2, -1.3
> COc1ccccc1-c1cc(C(=O)Nc2cc(C)on2)no1
  0.9, 0.1, -4, -1, 7, 2%, 1.1, 12, 0.72
> Nc1nonc1-n1nnc(C(=O)c2ccccc2)c1-c1ccccc1
  0.9, -1.7, 8, 3, -8, 1%, 1, 9, 0.79
> Cc1noc(C)c1CSc1nc2ccccc2nc1NS(=O)(=O)c1ccc(Cl)cc1
  0.9, -0.9, -16, 49, 8, 1%, 1.2, 2, 0.86
> Cc1ccc(NC(=O)C2CCN(C(=O)NC3CCCCC3)CC2)cc1Cl
  0.9, 0.23, 2, -6, 4, 8%, 1, 1, -0.33

(more compounds)
SMILES	TNAP act mid DEA	M1 antagonist	RORA act	tolC growth inh	Ec RNAP inh	NADH coupling	Autofluor 339	SF1 activator	M1 ag
Cc1ncsc1C(=O)NCc1ccc(N2CCCC2=O)cc1	0.9	-1.5	-3	-16	1	6%	1.1	-11	0.25
COc1ccc(S(=O)(=O)Nc2nnc(C)s2)cc1	1	-0.2	-1	0	1	10%	1.1	12	-0.53
COC(=O)COc1ccc(NC(=O)C2CCCO2)cc1 (stereo not drawn)	0.8	1.2	-4	-7	1	4%	1	-12	-1
COc1ccc(Cl)cc1NC(=O)c1nc2nc(C)cc(C(F)F)n2n1	0.9	1.1	-14	-5	5	8%	1.2	-10	-0.44
Cc1nnc(SCCn2c(N3CCN(c4ccccc4)CC3)nc3c2c(=O)n(C)c(=O)n3C)s1	0.9	-0.44	11	-10	-8	3%	1.1	-3	-1
O=C(Nc1cccnc1)C(Cc1ccccc1)n1cccc1 (stereo not drawn)	0.9	-0.74	-12	10	3	7%	0.76	-3	-0.77
O=C(Nc1ccc(Cl)c(Cl)c1)c1ccncc1	0.8	-1.4	x	20	3	3%	1.1	x	-1.3
NC(=O)CSc1nnc(Cc2ccc3c(c2)OCO3)n1C1CCCCC1	1	0.36	8	-10	3	7%	1.1	-3	-0.51
CN(CC(=O)Nc1ccc(F)c(F)c1)S(=O)(=O)c1cccc2nsnc12	0.9	-0.45	15	6	1	7%	1.1	-10	-0.86
COc1cc(CN2CCC(C(=O)NC3CCCC3)CC2)cc(Br)c1O	1	-0.0096	-12	-4	-4	4%	1.1	-21	-1
Cc1cc(NS(=O)(=O)c2ccc(NC(=O)NC3CCCCC3)cc2)no1	0.9	-0.18	-2	5	4	6%	1.1	-12	-0.38
CCn1nnc(NC(=O)c2c(OC)cccc2OC)n1	1	0.039	13	-8	7	7%	1.1	-8	0.12
COc1ccc2[nH]c(C)c(CN3CCCC(C)C3)c(=O)c2c1 (stereo not drawn)	0.9	0.003	8	-15	0	5%	2.1*	-4	-0.017
COc1ccc2c(c1)OC1(C)CC2C(C(=O)c2ccccc2OC)C(=O)N1 (stereo not drawn)	1	0.27	-20	3	4	13%	0.97	-2	-5e-05
O=C(OCC(=O)N1CCCc2ccccc21)c1ccc(Br)o1	0.9	-0.19	-24	22	5	5%	1	-1	-0.034
Cc1c(NC(=O)CSc2nc(-c3ccco3)cc(C(F)(F)F)n2)c(=O)n(-c2ccccc2)n1C	x	-0.3	-6	8	x	8%	1.1	-1	-1
CN(C)C(CN1C(=O)C2CC=CCC2C1=O)c1cn(C)c2ccccc12 (stereo not drawn)	0.9	-0.018	16	14	4	2%	1.1	-4	0.049
CCOC(=O)c1nnn(-c2nonc2N)c1-c1ccc(OC)cc1	0.9	-1	14	-3	-4	6%	1.1	-5	-0.28
Cc1cccc(NC(=O)CSc2nc(C)nc3c2c(=O)n(C)c(=O)n3C)c1	1.1	0.9	-5	-6	4	3%	1.1	-8	0.56
Cc1cc(-n2nc(C)cc2C)nc(NS(=O)(=O)c2ccccc2)n1	0.9	0.16	6	16	5	2%	1.1	-3	-0.33
COC(=O)c1cc2c([nH]c3ccccc32)c(C)n1	1	-0.24	1	7	7	7%[fluoresces]	4.8*	7	0.1
CCN(CC)Cc1c(C(=O)OC(C)C)nnn1-c1nonc1N	1	0.095	6	-13	1	7%	1.1	6	-0.23
O=C(CCSc1nnc2ccccn12)Nc1ccc(F)cc1	0.9	0.52	-15	-11	2	8%	1.3	-3	-0.21
C/C(=N\O)c1c(C)c2ccccc2n1C	0.9	-2	-6	12	6	4%	1.1	-5	0.89
Cc1ccc(CSc2nnc(-c3ccco3)n2N)cc1	1	-1.6	-5	-4	0	8%	1.2	6	-0.064
CCC(=O)Nc1ccc2c(c1)C(=O)N(C1CCCCC1)C2=O	0.9	-0.33	17	23	-2	4%[fluoresces]	3.9*	37	0.16
COc1cc(NC(=O)CSc2nnc(C)s2)cc(OC)c1	0.9	-0.14	-17	-5	7	5%	1	-2	-1
CC(C)(C)NC(=O)CSc1nnc(-c2ccco2)n1Cc1ccco1	1	-0.18	-13	2	2	8%	1.1	3	0.21
COc1ccccc1NC(=O)CCC(=O)Nc1nnc(C(F)(F)F)s1	0.9	1.1	-14	-1	8	2%	1.1	4	1.2
